# FBW7 act: FBW7 E3 ligase activators, primary screen, biochemical, AlphaScreen, human. F-box/WD repeat-containing protein 7 (Homo sapiens), Q969H0. AlphaScreen FBW7–phospho-cyclin E peptide binding, activator screen. normalized activity (activation), % at 26.1 µM. 0.13% of 650,000 active; in the data active = normalized activity above about 1.9%;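 also: purified mutant Fbw7 with reduced substrate affinity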
# Target sequence (Q969H0 whole entry, looked up): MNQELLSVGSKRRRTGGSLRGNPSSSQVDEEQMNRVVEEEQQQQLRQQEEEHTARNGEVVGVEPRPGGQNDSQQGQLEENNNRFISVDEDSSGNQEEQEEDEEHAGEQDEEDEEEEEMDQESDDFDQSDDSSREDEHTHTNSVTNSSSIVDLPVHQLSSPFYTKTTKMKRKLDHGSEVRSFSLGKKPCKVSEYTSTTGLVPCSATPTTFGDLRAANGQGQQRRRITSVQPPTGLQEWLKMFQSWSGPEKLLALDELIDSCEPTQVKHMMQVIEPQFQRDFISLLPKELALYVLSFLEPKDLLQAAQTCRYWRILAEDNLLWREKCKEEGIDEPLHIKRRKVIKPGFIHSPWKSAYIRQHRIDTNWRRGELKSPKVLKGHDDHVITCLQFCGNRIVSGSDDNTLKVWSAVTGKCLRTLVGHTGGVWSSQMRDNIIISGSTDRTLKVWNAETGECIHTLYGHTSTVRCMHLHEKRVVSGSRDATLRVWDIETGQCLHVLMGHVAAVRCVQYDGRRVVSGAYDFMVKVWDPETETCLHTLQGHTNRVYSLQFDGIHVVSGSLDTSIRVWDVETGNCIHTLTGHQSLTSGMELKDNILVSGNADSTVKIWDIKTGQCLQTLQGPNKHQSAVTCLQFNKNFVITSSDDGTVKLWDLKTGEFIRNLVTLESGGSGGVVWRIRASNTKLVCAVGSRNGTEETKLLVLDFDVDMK
# MITF inh: MITF inhibitors, primary screen, biochemical, AlphaScreen, human; Microphthalmia-associated transcription factor (Homo sapiens), O75030; AlphaScreen MITF homodimerization, bead proximity signal; inhibition, % at 2.6 µM; 0.91% of 650,000 active; in the data active = inhibition above about 50%;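 also: 0% = vehicle wells with protein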
# GPR151 ag: activators of human GPR151, primary screen, cell-based, PathHunter beta-arrestin, luminescence; PathHunter beta-arrestin GPR151 cells; activation, % at 11.2 µM; AID 1508602, 2020; G-protein coupled receptor 151 (Homo sapiens), Q8TDV0; 1% of 650,000 active; in the data active = activation above about 4.9%;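 also: 0% = median of compound wells and 100% = cells with positive control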
# TEAD-YAP inh: TEAD-YAP interaction inhibition, primary screen, TEAD-YAP interaction inhibitor project, luminescence, HEK-TIYL cells; AID 1259422, 2018; inhibition, % at 9.12 µM; 1.4% of 640,000 active; TEAD-Gal4/YAP UAS-luciferase luminescence; in the data active = inhibition above about 32%;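 also: 0% = median of test compound wells and 100% = reference inhibitor wells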
# Starred values were filed as active, the others as inactive; · = not tested or not shown.
# Each structure is followed by: GPR151 ag | FBW7 act | MITF inh | TEAD-YAP inh
O=C(COc1ccc(Cl)cc1Br)N/N=C/c1ccc(Br)o1
    1.2 | 0.0 | -5 | 6
O=C(Cc1nc2ccccc2[nH]1)c1cccs1
    -4.1 | -0.2 | 4 | -48
CCCCCCOC(=O)C1=C(C)NC(=O)NC1c1ccccc1OCC (centres undefined)
    1.6 | -0.2 | -7 | -1
CC(C)n1c(=O)[nH]c2c(C(N)=O)nc(-c3ccco3)nc21
    0.7 | -0.1 | -10 | 15
CC1(C)Cc2c(sc3[nH]c(=S)n(-c4ccc(Br)cc4)c(=O)c23)CO1
    1.7 | -0.3 | 6 | -6
CCOc1ccc(C(=O)Nc2cc3oc4ccccc4c3cc2OC)cc1
    1.2 | -0.1 | 12 | 2
COC(=O)c1c(NC(=O)/C=C/c2ccc(OC)c(Br)c2)sc2c1CCCC2
    1.9 | 0.1 | 9 | 9
CC(=O)c1sc2nc(SCC(=O)Nc3ccccc3)[nH]c(=O)c2c1C
    1.3 | 0.0 | 1 | -5
CCOc1ccc(C(=O)CN2CCN(S(=O)(=O)c3ccc(Cl)cc3)CC2)cc1
    1.3 | 0.0 | 0 | 4
COc1ccc(/C=C/C(=O)OCC(=O)Nc2ccc3c(c2)C(=O)c2ccccc2C3=O)cc1
    0.4 | -0.1 | 9 | -17
Cc1cc(=O)n2cc(Br)ccc2n1
    -0.7 | -0.2 | -4 | -2
COC(=O)c1ccccc1-n1c(C)cc(/C=C2/NC(=O)N(Cc3ccccc3F)C2=O)c1C
    1.3 | -0.1 | 14 | -3
Cc1cc(C)cc(N=C2NC(=O)/C(=C\c3ccc(-c4ccc(Br)cc4)o3)S2)c1
    -0.3 | 0.3 | 0 | -5
Cc1cc(C)n2nc(C(=O)NCCc3c(C)noc3C)cc2n1
    0.0 | -0.1 | -13 | -7
CCCCCCCn1c(Cc2ccccc2)nc2ccccc21
    5.8* | 0.1 | -1 | -4
CC(=O)N1CCN(c2ccc([N+](=O)[O-])c(NCC3CCCO3)c2)CC1 (centres undefined)
    -0.3 | -0.2 | 2 | 2
COc1ccc(Nc2n[nH]c3nc(C)cc(=O)n23)cc1
    2.2 | 0.0 | 9 | -6
COc1ccc(C(=O)COC(=O)c2cc(=O)c3ccccc3o2)c(OC)c1
    1.8 | 0.2 | 0 | -4
NC(=O)CN1C(=O)N(c2ccc(Cl)cc2)S(=O)(=O)c2ccccc21
    -0.2 | 0.6 | 10 | 11
Cc1ccc2nc(SCC(=O)NC(C)(C#N)C(C)C)[nH]c2c1 (centres undefined)
    -1.2 | 0.3 | 10 | 1
C=CCc1cc(C)cc(C)c1OCCn1cncn1
    -0.4 | -0.1 | -5 | 5
C=CCNc1nc(Nc2ccc(Cl)cc2)nc(OCC)n1
    0.8 | -0.1 | -15 | -6
Cc1cccc(N2C(=O)NC(=O)/C(=C\c3cccs3)C2=O)c1
    0.1 | -0.5 | 9 | -2
CCCS(=O)(=O)N1CCN=C1SCc1cc(C)ccc1C
    0.6 | 0.0 | 13 | -5
COc1cccc(-c2cnn3c(NCc4ccc5c(c4)OCO5)ccnc23)c1
    -0.4 | 0.1 | 8 | 5
C/C(=N\n1c(-c2cccs2)csc1=NCc1cccnc1)c1ccco1
    1.6 | -0.6 | 22 | 6
CC(C)c1ccccc1NC(=O)COc1ccc(Cl)cc1
    -0.2 | 0.0 | -9 | -9
COc1ccccc1C(=O)N/C(=C/c1ccc(F)cc1)C(=O)Nc1cccc(C(=O)O)c1
    1.1 | -0.3 | -2 | -10
CCc1ccc(/C=C2/Sc3ccccc3N(CC(=O)NCCCOC)C2=O)cc1
    -0.4 | -0.3 | 0 | 1
O=C(NC1CCCCC1)/C(=C/c1cccc([N+](=O)[O-])c1)NC(=O)c1ccccc1Br
    -0.3 | 0.1 | -16 | -14
CCOc1cc(C2C(C(=O)OC)=CNC=C2C(=O)OC)cc(Br)c1OC
    1.1 | 0.1 | 13 | -13
O=C1c2ccc(Oc3cccc(NC(=O)C(F)(F)F)c3)cc2C(=O)N1c1ccccc1
    -2.2 | -0.5 | 5 | 1
O=C(NCc1ccccn1)c1nnc(Cc2c(F)cccc2Cl)o1
    1.0 | 0.3 | -2 | 4
COc1cc(C(=O)NC(=S)Nc2ccc(C#N)cc2)cc(OC)c1OC
    -0.5 | -0.1 | 6 | -5
CC(NC(=O)C1CCCN(S(=O)(=O)c2ccc3c(c2)oc(=O)n3C)C1)c1ccccc1 (centres undefined)
    -0.1 | -0.1 | 6 | -8
CCC1CCC2(CC1)NN=C(c1ccc(C)cc1)S2 (centres undefined)
    0.2 | 0.0 | -11 | -10
COc1ccc(CCNC(=O)c2csc(Nc3ccnn3C)n2)cc1
    -0.7 | 0.0 | 2 | 6
C=CCN1C(=O)C2(C(C#N)=C(N)Oc3c2c(=O)oc2ccccc32)c2ccccc21 (centres undefined)
    0.1 | -0.1 | -26 | -3
CCNc1ncc(C)c(NCCc2ccc(O)cc2)n1
    -1.4 | -0.1 | -3 | 9
O=C(COc1ccccc1Cl)N(Cc1ccccc1F)C1CCS(=O)(=O)C1 (centres undefined)
    -0.7 | 0.9 | 9 | 7
Cc1cc(S(=O)(=O)N2CCCCC2)ccc1F
    -0.7 | 0.0 | -9 | -2
O=C(NNS(=O)(=O)c1ccccc1)c1ccccc1O
    1.1 | 0.1 | 4 | 2
O=C(c1cc(Sc2ccccc2Cl)nc2ccccc12)N1CCN(c2cccc(C(F)(F)F)c2)CC1
    -0.6 | -0.1 | -3 | 0
CN(Cc1ccn[nH]1)Cc1c(C(=O)N2CCc3ccccc3C2)nc2ccc(Cl)cn12
    0.3 | 0.0 | -10 | 0
CN1CC=C2C(C#N)=C(N)C(C#N)(C#N)C(c3ccc(Cl)cc3)C2C1 (centres undefined)
    0.6 | 0.1 | -4 | 2
N#CC1=C(N)Oc2n[nH]c(-c3ccc4ccccc4c3)c2C1c1ccccc1[N+](=O)[O-] (centres undefined)
    -0.5 | -1.1 | -3 | -16
Cc1cc(-c2cn[nH]c2)ccc1NC(=O)C1COc2ccccc2O1 (centres undefined)
    0.3 | -0.3 | 8 | -9
Cc1ccc(S(=O)(=O)Nc2ccccc2C(=O)O)cc1[N+](=O)[O-]
    -0.2 | 0.0 | -12 | -7
COC(=O)c1ccc2nc(NC(=O)COC(=O)CSc3nc(C)cc(C)n3)sc2c1
    -1.0 | 0.1 | 0 | -16
CC(C)Oc1ccc2c(C(F)(F)F)cc(=O)oc2c1
    -0.4 | 0.1 | -1 | -1
Cc1nnc2n1NC(c1ccc(Cl)cc1)C(C(=O)NCC(C)C)S2 (centres undefined)
    0.1 | 0.0 | 2 | 9
Cc1nc2ccc(NC(=S)N3CCOCC3)cc2nc1C
    -1.7 | 0.2 | 19 | 0
CCOCCOC(=O)C1=C(C)NC2=C(C(=O)CC(c3ccc(Cl)cc3)C2)C1c1ccc(F)cc1 (centres undefined)
    -1.2 | 0.2 | -13 | 4
CC(C)n1cnc2c(Nc3ccc(N4CCOCC4)cc3)nc(NCCCN3CCCC3=O)nc21
    -0.3 | 0.0 | -4 | 3
CC(=O)C(Cc1ccc(CC(C(C)=O)C(C)=O)cc1)C(C)=O
    0.0 | 0.0 | 1 | 14
CN1CCCCC1=NCCCn1cnc2c1c(=O)[nH]c(=O)n2C
    0.2 | -0.1 | 6 | 13
COc1cc(NC(=O)c2cnc(-c3cccs3)s2)cc(OC)c1OC
    1.6 | -0.2 | 27 | 2
CCOC(=O)c1c(NC(=S)Nc2ccc(OC)cc2)sc2c1CCCC2
    -0.3 | 0.2 | 5 | -4
N#CCc1ccc(NC2=NS(=O)(=O)c3ccccc32)cc1
    -0.7 | -0.1 | 3 | 6
O=C(c1ccc(OC2CCN(C3CCOCC3)CC2)cc1)N1CCCCC1
    0.2 | 0.0 | 6 | 10

# Next records
# Each structure is followed by: GPR151 ag | FBW7 act | MITF inh | TEAD-YAP inh
COCCN(CC(O)Cn1c2ccccc2c2ccccc21)S(C)(=O)=O (centres undefined)
    -0.4 | 0.0 | -6 | -3
O=C1C(=O)N(Cc2cccnc2)C(c2ccc3c(c2)OCO3)/C1=C(/O)c1ccccc1 (centres undefined)
    -0.7 | 0.0 | 13 | -5
O=c1c(C=Nc2ccc(Oc3ccc(Br)cc3)cc2)c(C(F)(F)F)[nH]n1-c1ccc([N+](=O)[O-])cc1
    -0.6 | 0.0 | 0 | -4
CN(CCc1cn[nH]c1)Cc1c(C(=O)N2CCCCCCC2)nc2ccc(Cl)cn12
    0.4 | 0.0 | -3 | -5
CC(=O)CC(=O)Nc1cccc(Cl)c1
    0.8 | 0.0 | 10 | -11
Cc1nnc(NC(=O)c2sc(NC(=O)c3ccccc3)nc2C)s1
    -5.1 | 0.1 | 14 | -44
C#CCN1C(=O)C2C(C(=O)NC)C3(C)C=CC2(O3)C1C(=O)NCc1ccc(OC)cc1 (centres undefined)
    -0.5 | 0.1 | 1 | -7
CSc1ccccc1NC(=O)CN(c1cccc([N+](=O)[O-])c1)S(C)(=O)=O
    -0.4 | 0.2 | 19 | -1
COc1cc(NC(=O)c2cccc(-n3cc(NC(=O)Cc4ccc(F)c(C(F)(F)F)c4)cn3)c2)cc(OC)c1OC
    -0.7 | 0.1 | -6 | 5
CCN1CCN(c2c(Cl)cccc2NC(=O)c2cccc(F)c2)CC1
    -0.1 | -0.1 | -12 | -16
Cc1ccc(NC(=O)CN(C)S(=O)(=O)c2ccc3c(c2)n(C)c(=O)c(=O)n3C)cc1
    0.0 | -0.1 | 1 | -8
Oc1c(C(c2ccccc2)N2CCC(O)CC2)sc2ncnn12 (centres undefined)
    0.9 | -0.1 | 0 | -1
O=C1CCCN1CCn1cnc2c(Nc3ccc(N4CCOCC4)cc3)nc(N3CCN(c4ccccn4)CC3)nc21
    0.5 | -0.2 | 6 | 14
CCOC(=O)N1CCN(S(=O)(=O)c2cc(Cl)ccc2OCC)CC1
    4.1 | 0.0 | -24 | -4
CSc1ncccc1C(=O)NC(C)C1CC2CCC1C2 (centres undefined)
    -0.7 | 0.0 | -2 | 2
CCc1ccccc1NC(=O)c1cc2c(=O)n3ccccc3nc2s1
    -0.3 | -0.2 | -12 | 0
O=[N+]([O-])c1ccc(NCCOc2nonc2-c2ccccc2)cc1
    0.0 | 0.1 | 5 | 8
CC1(Cc2ccccc2F)C(=O)Nc2ccccc21 (centres undefined)
    -1.4 | 0.5 | 17 | 12
O=C(CCC1CCCCC12OCCO2)N/N=C/c1cccnc1 (centres undefined)
    2.9 | 0.0 | 6 | 7
O=C(Nc1ccc(F)cc1)C1CCCN1C(=O)Oc1ccccc1 (centres undefined)
    -0.9 | 0.0 | -10 | -5
CCOC(=O)CN1C(=O)C2CC=C(Cl)CC2C1=O (centres undefined)
    0.4 | -0.2 | 0 | 4
CCOC(=O)CN1C(=O)N[C@H](c2ccccc2)C(C(C)=O)=C1C
    -2.0 | 0.1 | -5 | ·
COc1ccc(Br)cc1C(=O)N/C(=C\c1ccc([N+](=O)[O-])cc1)C(=O)Nc1cc(Cl)cc(Cl)c1
    0.9 | 0.1 | 0 | -11
CC(C)N(C(=O)COC(=O)c1cc(Cl)cc(Cl)c1N)C(C)C
    1.0 | 0.3 | -9 | 5
Cc1ccc(C2=NN(CC(=O)O)C(=O)CC2)cc1
    -1.0 | -0.1 | 1 | 0
CC(C)c1ccc(NC(=O)CSc2nc3ccc(NC(=O)CSc4nnnn4C)cc3s2)cc1
    0.3 | 0.0 | -1 | 11
CCN(CC)C(=O)C1CCCN(c2ccc([N+](=O)[O-])cc2C=O)C1 (centres undefined)
    -0.3 | -0.1 | 13 | 13
Nn1cnnc1SC1CCCCC1NS(=O)(=O)c1ccc(Cl)cc1 (centres undefined)
    -2.2 | 0.0 | -10 | 4
OCCC1CN(Cc2ccc3ncccc3c2)CCN1CCCc1ccccc1 (centres undefined)
    1.8 | 0.4 | 16 | -14
COc1ccc(OC(C)C(=O)Nc2ccc(S(N)(=O)=O)cc2)cc1 (centres undefined)
    1.2 | 0.3 | -10 | -3
O=C(NCc1ccc(Cl)cc1)c1cc2ccccc2[nH]1
    -0.9 | -0.2 | 1 | -21
Cc1nc(C(C)NC(=O)CCC2(Cc3ccc(Cl)cc3)CCC(=O)N2)cs1 (centres undefined)
    2.7 | -0.1 | 4 | -2
CCCOC(=O)C1=C(C)NC2=C(C(=O)CC(c3ccccc3)C2)C1c1cccc(O)c1 (centres undefined)
    1.7 | 0.4 | 0 | 19
c1ccc(CNc2ccnc3c(-c4ccc5ccccc5c4)cnn23)nc1
    0.3 | 0.3 | -2 | 6
COCCCNc1nc2nonc2nc1N1CCCC2(CCCN(C)C2)C1 (centres undefined)
    3.3 | -0.1 | 6 | 2
O=C(O)C1CCN(C(=O)N2CCOc3ccc(Cl)cc32)CC1
    -1.0 | 0.1 | 8 | -2
Cc1c(NC(=S)NC(=O)C(C)(C)C)c(=O)n(-c2ccccc2)n1C
    0.8 | 0.1 | -19 | -3
Cc1ccc2c(CSc3nnc(C)n3N)cc(=O)oc2c1C
    1.3 | 0.0 | 5 | 9

# Assay outcomes: PubChem BioAssay, The Scripps Research Institute Molecular Screening Center
